MC4R barr agon: human MC4R agonism via beta-arrestin | P32245 | U2OS MC4R beta-arrestin complementation, luminescence; percent of melanotan II response, DMSO zero | activation, % at 8.9 µM | hit rate 0.98% among 360,000 | AID 540308;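 active = activation above a per-plate cutoff, the mean activation of sample wells on that plate plus 3 SD, cut at about 8% in these data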
Target sequence (P32245 whole entry, looked up): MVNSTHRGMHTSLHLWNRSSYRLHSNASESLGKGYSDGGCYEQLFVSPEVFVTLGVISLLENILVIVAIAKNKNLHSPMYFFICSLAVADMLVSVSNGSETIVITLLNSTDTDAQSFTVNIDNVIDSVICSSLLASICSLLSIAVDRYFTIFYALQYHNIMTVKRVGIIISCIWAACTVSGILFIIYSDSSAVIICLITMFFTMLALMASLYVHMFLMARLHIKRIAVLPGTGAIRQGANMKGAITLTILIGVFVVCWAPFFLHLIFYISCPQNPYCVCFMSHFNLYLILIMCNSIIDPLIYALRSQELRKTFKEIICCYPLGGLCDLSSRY
ABCB6 inh 2: inhibitors of human ABC transporter ABCB6. K562-ABCB6 porphyrin accumulation, flow cytometry, 1 h; hits give low values. fluorescence ratio to DMSO, % at 10 µM. hit rate 0.19% among 360,000. AID 602162;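 active = fluorescence ratio to DMSO below 75%, the collection mean minus 3 SD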;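 also: signal is porphyrin accumulated inside mitochondria; 100% equals median channel fluorescence of DMSO control wells; lower ratio means ABCB6 inhibition with less porphyrin fluorescence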
HTR2A ag: mouse HTR2A agonism via beta-arrestin recruitment | P35363 | CHO-K1 mHTR2A beta-arrestin complementation, luminescence; percent of 30 µM serotonin response | activation, % at 7.6 µM | hit rate 0.66% among 360,000;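 active = activation above a run cutoff, the mean activation of all tested compounds plus 3 SD, cut at about 14% in these data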;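 also: 0% = plate median of compound wells and 100% = 30 µM serotonin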
Target sequence (P35363 whole entry, looked up): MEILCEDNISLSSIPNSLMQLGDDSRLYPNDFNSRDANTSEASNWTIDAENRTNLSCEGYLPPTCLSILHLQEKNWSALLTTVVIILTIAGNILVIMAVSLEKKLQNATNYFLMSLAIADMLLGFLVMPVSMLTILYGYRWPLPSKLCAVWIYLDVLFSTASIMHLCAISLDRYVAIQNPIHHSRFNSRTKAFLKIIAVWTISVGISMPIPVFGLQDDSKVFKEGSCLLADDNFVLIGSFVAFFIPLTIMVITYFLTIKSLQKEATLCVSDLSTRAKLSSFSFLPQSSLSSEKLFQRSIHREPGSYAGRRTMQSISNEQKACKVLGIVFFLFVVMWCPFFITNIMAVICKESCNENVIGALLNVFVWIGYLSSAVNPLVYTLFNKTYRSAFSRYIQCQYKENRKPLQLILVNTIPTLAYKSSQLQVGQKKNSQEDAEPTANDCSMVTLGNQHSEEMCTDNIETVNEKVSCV
Vif inh: blocks HIV Vif function; HEK293T cells, Vif self-association by quenched fluorescence, imaging, 24 h; inhibition, % at 7.49 µM; hit rate 0.35% among 340,000; AID 602346; in the data active = inhibition above about 50%, passing the limit was not always enough; also: some results filed as inactive read as strong as hits
CaV13 FRET inh: Primary screen for inhibitors of IQ motif and Ca2+-dependent inactivation inhibitor domain binding in CACNA1D, Förster resonance energy transfer in living cells, …; HEK cells, CFP/YFP FRET ICDI-IQ, plate reader, 10 min; percent FRET-ratio fall versus neutral wells; inhibition, % at 12.3 µM; hit rate 0.098% among 340,000;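 active = mean replicate inhibition of at least 30% and at least 1% of replicates passing that level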;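 also: 0% = median of the neutral control wells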
N-glyco inh: blocks N-linked glycosylation in D54 reporter cells. D54 ERlucT glycosylation luciferase reporter, 24 h; percent of 100 nM tunicamycin response. reporter increase, % at 12.5 µM. hit rate 0.23% among 360,000. AID 588692;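 active = mean luciferase reporter signal, scaled so untreated is 0 and the glycosylation-blocking control 100, at or above a set limit in every replicate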;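 also: luciferase carries N-glycosylation sites so blocking glycosylation raises the light; 0% = median of neutral control wells and 100% = median of 100 nM tunicamycin wells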
PDI inh: PDI (human) enzyme inhibition | PDI insulin aggregation turbidity, A650, 90 min | inhibition, % at 10 µM | hit rate 0.052% among 350,000;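 active = mean inhibition across replicates of 30% or more, whatever share of single replicates reach that level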;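 also: absorbance from insulin aggregation driven by PDI reduction with DTT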
aDG glyco act: alpha-DG glycosylation activation; Pro5-aDG cells, alpha-DG glycosylation AlphaScreen (IIH6); 0% Pro5, 100% B10-LARGE cell signal; activation, % at 10 µM; hit rate 0.22% among 360,000; AID 624168;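 active = activation of at least 8% versus controls, or a plate z-score of at least 8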;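 also: Pro5 are CHO cells carrying HIG-tagged alpha-DG that lacks glycosylation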
H9c2 protect: modulators protecting cardiomyocytes from myocardial damage; AID 588492; H9c2 cardiomyocytes, H2O2 injury protection, ATPLite, 2 h; protection from H2O2 cell death, % at 20 µM; hit rate 0.63% among 360,000;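 active = compounds giving at least 50% protection of heart cells from peroxide-induced death in the single-dose screen, raw or plate-pattern-corrected value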;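 also: 0% = DMSO wells with peroxide and 100% = DMSO wells without peroxide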
MC4R antag cAMP: blocks human MC4R cAMP signaling. AID 540295. MC4R-expressing cells, MTII-stimulated cAMP, LANCE TR-FRET. P32245. inhibition, % at 6.5 µM. hit rate 0.48% among 360,000;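 active = inhibition above its plate's cutoff, the mean of tested wells on that plate plus 3 SD, cut at about 29% in these data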;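 also: 0% = Melanotan II alone and 100% = Melanotan II plus saturating MCL0020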
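Test system: U2OS cells stably expressing human melanocortin 4 receptor (MC4R); also added: Melanotan II challenge; compound: 6.5 µM single dose; timing: 30-min compound preincubation, 1-h Melanotan II challenge, 1-h detection, room temperature; signal: Eu-cAMP/anti-cAMP TR-FRET, emission 671 nm; repeats: one well per compound, no replicates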
* hit, by the source's call; . = not tested or not shown. Compounds as they come (roughly 3.6% active in at least one column).

SMILES	MC4R barr agon	ABCB6 inh 2	HTR2A ag	Vif inh	CaV13 FRET inh	N-glyco inh	PDI inh	aDG glyco act	H9c2 protect	MC4R antag cAMP
CCOc1ccc(Br)cc1S(=O)(=O)Nc1ccc(NC(=O)c2ccccc2C)cc1	-0.1	101	1	0	-5	2	11	-0.1	-6	3
COC(=O)CN1C(=O)Nc2ccc(Br)cc2C1c1ccccc1Cl (centres undefined)	0.9	96	-1	8	.	-1	-2	0.2	-12	5
O=C(NCC1CCCO1)C1CCCN1C(=O)Nc1ccccc1[N+](=O)[O-] (centres undefined)	0.4	98	10	-30	-3	1	-4	0.1	2	12
CN(C)S(=O)(=O)c1ccc(NC(=O)CN2CCN(c3ccccn3)CC2)cc1	-1.1	97	11	.	-20	1	0	-0.2	7	5
O=S(=O)(NNc1nccc(C(F)(F)F)n1)c1cccc(Cl)c1Cl	-2.5	94	2	-5	-5	4	0	0.2	-5	18
O=C(CN1C(=O)NC2(CCc3ccccc32)C1=O)c1ccc(F)c(F)c1 (centres undefined)	-2.1	101	2	0	-2	1	3	0.1	-2	6
O=C(NC(=S)Nc1ccccc1N1CCOCC1)c1ccc([N+](=O)[O-])cc1	-0.4	96	2	-2	-4	2	0	0.2	2	6
CNC(=S)N/N=C/c1ccc2c(c1)OCCO2	-0.6	97	4	1	-4	3	9	0.1	-10	0
COc1ccc(-c2ccc(=O)n(CC(=O)Nc3ccc4c(c3)OCCO4)n2)cc1	-1.6	98	4	1	-7	1	0	0.3	-10	9
Cn1ncc2c(Nc3ccccc3Cl)nc(Nc3ccccc3Cl)nc21	0.7	96	-4	2	-4	9	5	0.1	7	9
COc1cc2c(cc1OC)CN(CC(=O)Nc1ccccc1C(=O)NC1CC1)CC2	-2.7	95	-9	18	-5	1	8	0.1	-4	-3
OCC1OCOC2C(CO)OCOC12 (centres undefined)	1.8	98	5	5	.	-1	.	2.2	-2	10
O=C(C1CC(c2ccccc2O)=NO1)N1CCCC1 (centres undefined)	-0.6	84	7	.	-8	-2	-6	0.0	2	-11
Cc1cc(=O)n2[nH]c(-c3cccc(Cl)c3)cc2n1	0.9	91	0	-3	-2	-3	-2	0.3	3	2
O=S1(=O)CCC(N2CCOCC2)C1 (centres undefined)	-1.8	98	0	5	-4	-1	22	-0.2	0	-5
c1ccc(CCNCCOc2ccccc2)cc1	0.2	99	4	-3	-4	-2	15	0.0	-2	-5
COCCNc1ncnc2c1ncn2[C@H]1CN(Cc2ccncc2)C[C@@H](CO)O1	0.3	99	8	10	-10	0	-3	-0.1	-4	6
O=C(COc1ccccc1Cl)Nc1ccc2[nH]c(=O)[nH]c2c1	-2.7	96	10	.	-7	0	11	0.0	6	-2
Cc1cc(NCCCN(C)C)n2nc(-c3cccs3)cc2n1	0.4	108	0	0	-1	5	1	-0.2	13	1
Cc1ccc2c(c1)N(C(=O)CCC(=O)N1CCc3ccccc3C1)CCO2	-1.6	103	-5	0	-5	0	5	0.2	-2	12
O=C1C2ON(c3ccccc3)C(c3cccnc3)C2C(=O)N1Cc1ccccc1 (centres undefined)	0.5	96	-2	-5	-9	0	12	-0.1	0	14
COc1ccc(C(=O)N2CCN(c3ccc(NC(=O)c4cccnc4)cc3)CC2)cc1	-0.5	103	6	0	-7	-5	-2	0.2	-1	10
CCc1ccc(C(=O)COC(=O)c2cccs2)cc1	0.1	96	2	.	-3	-3	-7	-0.1	-19	7
Cn1nc([N+](=O)[O-])nc1Sc1cccc2cccnc12	0.2	94	1	.	2	2	-1	0.1	-14	30*
Cc1nn(CC(=O)NCC2CCCO2)c(=O)c2ccccc12 (centres undefined)	-0.7	88	-2	2	0	-2	4	0.2	-1	3

The last three compounds of the part before come first, to join the parts:
SMILES	MC4R barr agon	ABCB6 inh 2	HTR2A ag	Vif inh	CaV13 FRET inh	N-glyco inh	PDI inh	aDG glyco act	H9c2 protect	MC4R antag cAMP
CCc1ccc(C(=O)COC(=O)c2cccs2)cc1	0.1	96	2	.	-3	-3	-7	-0.1	-19	7
Cn1nc([N+](=O)[O-])nc1Sc1cccc2cccnc12	0.2	94	1	.	2	2	-1	0.1	-14	30*
Cc1nn(CC(=O)NCC2CCCO2)c(=O)c2ccccc12 (centres undefined)	-0.7	88	-2	2	0	-2	4	0.2	-1	3
Cc1cc(-c2ccc(C(C)C)c(S(=O)(=O)N3CCOc4ccccc43)c2)on1	-1.4	98	-7	-6	-8	-10	-2	0.2	-5	8
CC1CCc2c(sc(NC(=O)c3c([N+](=O)[O-])cnn3C)c2C(N)=O)C1 (centres undefined)	-6.1	104	1	-6	.	1	-2	0.0	-6	9
O=C1CC(c2ccccc2)CC(O)=C1C=NCCN1CCN(C(=O)Nc2ccccc2)CC1 (centres undefined)	-0.9	100	-4	-5	-3	0	-2	-0.4	8	10
COc1ccc(-c2cc(C)no2)cc1S(=O)(=O)NCC1CCN(Cc2cc(C)ccc2C)CC1	0.2	94	-6	-7	-5	4	-7	0.2	-2	11
O=C(COC(=O)Cc1ccccc1[N+](=O)[O-])NCc1ccc(F)cc1	0.9	105	-4	-1	-4	1	-1	0.2	-2	-2
CCOC(=O)c1c(-c2ccccc2)csc1NC(=O)C1CCCO1 (centres undefined)	1.7	103	3	-9	-5	-2	0	-0.2	-2	-3
CCOC(=O)C1=C(C)NC(=O)/C1=C\N(C)C	-1.1	105	0	5	5	-1	8	-0.1	1	-7
COC(=O)c1sccc1N/N=C/c1cccc(Oc2ccccc2)c1	-0.2	100	-3	-12	-5	-18	-7	-0.4	0	6
O=C(Cn1cnc2ccccc2c1=O)NC1CCCc2ccccc21 (centres undefined)	-0.5	87	2	0	1	-1	-4	-0.3	11	1
CCCCCC(=O)N1C[C@@H](n2cc(COC(=O)c3ccccc3)nn2)[C@H](O)C[C@@H]1c1ccc(OC)cc1	0.3	98	9	.	-2	1	1	-0.1	-2	12
CS(=O)(=O)N(CCc1ccccc1)CC(=O)N1CCN(c2ccccc2)CC1	-0.5	89	-8	-1	-7	-2	5	0.3	-4	-5
Cc1ccc2[nH]c(=O)c(C(c3nnnn3C(C)(C)C)N3CCN(C(=O)c4ccco4)CC3)cc2c1 (centres undefined)	-0.1	104	-4	.	-8	2	3	-0.2	3	0
Cc1ccc(S(=O)(=O)Nc2ccc(C(=O)NCCCn3ccnc3)cc2)cc1[N+](=O)[O-]	-1.5	100	-5	11	-7	1	-13	0.0	4	4
O=C(Nc1ccccc1C(=O)N/N=C/c1ccccc1)c1ccco1	1.8	101	4	0	-7	1	-14	-0.1	-22	6
O=S(=O)(NC1=NCCCCC1)c1ccc2ccccc2c1	-0.4	100	1	.	-5	-2	-9	0.0	2	8
NS(=O)(=O)c1ccc(CNS(=O)(=O)c2cc(C(=O)O)ccc2Cl)cc1	-0.7	98	-1	-2	-4	1	-1	0.1	3	7
CS(=O)(=O)Nc1cccc(C2=NN(C(=O)CCC(=O)O)C(c3cccs3)C2)c1 (centres undefined)	-0.4	95	8	-4	-15	4	16	-0.1	2	6
COc1cccc(N(CC(=O)Nc2ccccc2C)S(C)(=O)=O)c1	-2.4	96	0	5	.	2	8	0.1	-1	6
COc1ccc(CCC(=O)NCCS(=O)(=O)N2CCN(c3ccccc3)CC2)cc1	0.6	91	8	-1	-6	0	-7	0.6	14	11
CC(C)CCNC(=O)Cn1cc2c(n1)CCCCC2	-0.3	98	-4	13	-2	-2	.	0.1	1	18
Cc1ccccc1C(=O)N1CCC(C(=O)Nc2ccc(C)c(S(=O)(=O)N3CCCCC3)c2)CC1	-1.9	94	-6	-15	-6	-4	-8	1.2	-13	3
COc1ccc(S(=O)(=O)N2CCCC(C(=O)NC3CC3)C2)cc1Cl (centres undefined)	1.2	101	11	5	-3	3	0	0.1	-2	0
C=CCOc1c(Br)cc(CNn2c(C)n[nH]c2=S)cc1OCC	-1.9	96	0	-2	-2	-1	8	0.0	4	-5
Cc1ccc(OCc2nc(-c3cccs3)no2)c([N+](=O)[O-])c1	-0.2	100	-5	-3	1	-12	8	0.2	-20	-7
Cc1ccnc(NC(=O)CCCc2c[nH]c3ccccc23)c1	-2.4	101	-2	18	-2	0	2	-0.3	-6	22
The results go on.
SMILES	MC4R barr agon	ABCB6 inh 2	HTR2A ag	Vif inh	CaV13 FRET inh	N-glyco inh	PDI inh	aDG glyco act	H9c2 protect	MC4R antag cAMP
COc1ccc(-c2noc(CCC(=O)NC3CCCCC3)n2)cc1OC	0.6	98	8	-4	-4	0	-1	0.0	-1	-4
Cc1cccc(N2C(=O)C(Cl)=C(N3CCOCC3)C2=O)c1	0.2	99	-1	10	5	1	-1	0.0	4	6
CC1(C(=O)Nc2ccc3nc[nH]c3c2)CCN1C(=O)C1(c2ccccc2)CC1 (centres undefined)	-0.7	100	-1	0	-4	-2	2	-0.3	0	6
Cc1ccc(C)c(C(=O)CSc2nnnn2C(C)C)c1	-1.9	93	3	1	-8	-1	-3	0.5	-7	-3
Cc1ccc(NC(=O)NC(=O)c2cnccc2C(F)(F)F)c(C)c1	2.0	95	3	-6	-4	1	17	-0.1	3	4
CC(=O)Nc1cccc(C(=O)OCC(=O)Nc2c(C)nn(-c3ccccc3)c2C)c1	-0.6	100	5	-2	-7	0	1	0.1	9	2
O=C(O)C(Cc1c[nH]c2ccccc12)NS(=O)(=O)c1ccc(Br)cc1 (centres undefined)	-1.7	100	2	3	-4	1	3	-0.2	2	-1
CCN(CC)S(=O)(=O)c1csc(C(=O)NC2CCCCC2)c1	-0.7	92	5	3	-5	-1	-10	-0.1	3	-7
Cc1cc(C)cc(N(CC(=O)NC2CCCCCC2)S(=O)(=O)c2c(C)[nH]c(=O)[nH]c2=O)c1	2.1	88	5	-1	-15	2	16	0.0	-3	2
Cn1c(=O)[nH]c(=O)c2c1nc(Br)n2Cc1cccc(Br)c1	-1.9	99	3	14	-5	9	10	0.0	4	-10
Cc1nc2ccccc2c(=O)n1/N=C/c1ccc(N(C)C)cc1	-2.1	103	-2	8	-5	1	9	0.3	4	3
O=C1CCN(C(=O)c2cccs2)c2ccccc21	1.4	106	2	-5	-3	-2	-2	0.0	1	0
CCOc1ccc(CCNC(=O)c2nnc(CS(=O)(=O)c3ccccc3)o2)cc1OCC	0.7	91	-5	-10	-2	0	10	0.0	4	6
CC(=O)NCCNc1nc(NCc2cccs2)nc2ccsc12	4.5	101	-3	-4	-4	8	-4	0.1	7	11
CCc1ccccc1NC(=O)c1ccc(CN2CCC(Cc3ccccc3)CC2)cc1	-0.4	93	-14	42	.	-5	-1	1.6	-11	1
CCc1sc(C(=O)NCCCN2CCCC2=O)cc1Br	3.1	103	0	-6	-5	1	-6	-0.1	0	7
COc1ccc(NC(=O)c2ccc(S(=O)(=O)N3CCCCCC3)cc2)c(OC)c1	-2.7	99	-6	-1	6	-1	2	0.0	-6	-3
COc1ccc(C)cc1NCC(=O)Nc1ccc(C(C)(C)C)cc1	0.2	88	1	4	-5	-6	-9	-0.2	-4	0
